# tim10-1 inh: growth inhibitors of tim10-1 mutant yeast | S. cerevisiae tim10-1 ts strain growth, BacTiter-Glo, 24 h | inhibition, % at 20 µM | 330,000 compounds, 2.2% hits | AID 463190;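 active = inhibition of at least 40%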;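 also: mutant grown at 25 °C; 0% = DMSO wells with yeast and 100% = wells holding no yeast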
# A3G deaminase: APOBEC3G (human) deaminase inhibition; recombinant A3G, ssDNA deamination FAM/TAMRA fluorescence; AID 493012; inhibition, % at 20 µM; Q9HC16; 330,000 compounds, 0.28% hits;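 active = inhibition of at least 40% at 20 µM, with no more than 30% in the related APOBEC3A deaminase screen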;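 also: plate controls were DMSO wells with A3G for no effect and wells lacking A3G enzyme for full effect; some compounds called inactive have numbers as strong as hits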
# Target sequence (Q9HC16 whole entry, looked up): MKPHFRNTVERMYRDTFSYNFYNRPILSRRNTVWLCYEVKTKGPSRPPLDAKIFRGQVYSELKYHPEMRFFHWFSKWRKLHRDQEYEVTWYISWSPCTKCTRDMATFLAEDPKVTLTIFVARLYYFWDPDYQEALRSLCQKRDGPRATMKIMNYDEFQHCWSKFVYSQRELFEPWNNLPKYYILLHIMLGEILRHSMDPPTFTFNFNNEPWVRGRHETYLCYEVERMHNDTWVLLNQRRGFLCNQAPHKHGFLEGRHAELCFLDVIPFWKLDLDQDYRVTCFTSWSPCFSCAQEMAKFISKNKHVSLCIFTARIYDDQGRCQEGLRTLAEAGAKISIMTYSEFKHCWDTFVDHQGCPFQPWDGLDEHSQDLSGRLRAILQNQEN
# TIM10 inh: growth inhibitors of TIM10 yeast strain; inhibition, % at 10 µM; S. cerevisiae TIM10 strain growth, BacTiter-Glo luminescence, 24 h; 330,000 compounds, 1.4% hits;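 active = inhibition of 40% or more at the single tested concentration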;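 also: wild-type TIM10 isogenic control strain grown at permissive 25 °C; 0% = DMSO yeast wells and 100% = minimal medium wells without yeast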
# A3A deaminase: inhibitors of human APOBEC3A DNA deaminase; inhibition, % at 20 µM; recombinant A3A, FAM/TAMRA ssDNA deamination fluorescence; AID 493011; P31941; 330,000 compounds, 0.41% hits;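 active = at least 40% inhibition at 20 µM here, with at most 30% in a related deaminase screen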;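 also: plate controls were A3A with DMSO for no effect and wells lacking A3A enzyme for full effect; some results filed as inactive read as strong as hits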
# Target sequence (P31941 whole entry, looked up): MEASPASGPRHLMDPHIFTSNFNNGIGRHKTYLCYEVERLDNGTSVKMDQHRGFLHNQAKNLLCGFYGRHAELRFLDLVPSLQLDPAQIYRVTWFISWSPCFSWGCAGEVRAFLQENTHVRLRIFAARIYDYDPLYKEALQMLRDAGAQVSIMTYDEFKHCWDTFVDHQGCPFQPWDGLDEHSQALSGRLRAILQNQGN
# MIN6 prolif: inducers of beta-cell replication in MIN6 cells. MIN6 cells proliferation, ATPlite luminescence, 48 h; cells starved in 0.2% serum; 100% = growth in 10% serum. proliferation, % at 10 µM. 330,000 compounds, 0.29% hits. AID 2380;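 active = compounds whose signal lies at least 3.5 SD above the mean of all wells on their plate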;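 also: 0% = DMSO-treated cells in low-serum medium and 100% = 10% serum control; some compounds called inactive have numbers as strong as hits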
# NALP3 yeast inh: inhibitors of NALP3 inflammasome in yeast; Yeast reconstituted NLRP3/ASC/caspase-1, beta-gal luminescence, 24 h; AID 2825; 330,000 compounds, 0.39% hits; inhibition, % at 10 µM;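 active = inhibition of 50% or more; inactive = inhibition below 50%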;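 also: plate controls were induced DMSO wells for no effect and uninduced yeast grown without galactose for full effect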
# mIAP block: blocks mouse intestinal alkaline phosphatase; purified mouse IAP, CDP-Star luminescence, 30 min; inhibition, % at 10 µM; 330,000 compounds, 0.2% hits;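 active = inhibition of at least 40% at 10 µM in the primary screen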;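 also: plate controls were DMSO with enzyme for no effect and no enzyme wells for full effect; values of inactives mirror those of a sister screen read the other way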
# mIAP activ: mouse IAP activation; 330,000 compounds, 0.24% hits; activation factor at 10 µM; AID 2805; muIAP, CDP-Star luminescence, 30 min; active compounds read high; 1 = vehicle-only enzyme signal, 0 = enzyme-free wells;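 active = activation factor of at least 2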; also: the source names both 10 and 20 µM as test concentration; values of inactives mirror those of a sister screen read the other way
#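 Assay system: mouse IAP enzyme / Compound: DMSO-dissolved test compounds / Timing: 30 min, room temperature / Measured by: luminescence from enzymatic CDP-Star hydrolysis / Control set: DMSO-only wells, enzyme-free buffer wells as negative control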
# hIAP block: human IAP inhibition | 330,000 compounds, 0.12% hits | purified IAP, CDP-Star luminescence, 30 min | P09923 | inhibition, % at 10 µM;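 active = inhibition reaching a set limit with compound at 10 µM in the primary screen, cut at about 35% in these data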;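 also: plate controls were DMSO wells with enzyme for no effect and no-enzyme buffer wells for full effect; values of inactives mirror those of a sister screen read the other way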
# An asterisk follows results filed as active.
# Below each SMILES: tim10-1 inh	A3G deaminase	TIM10 inh	A3A deaminase	MIN6 prolif	NALP3 yeast inh	mIAP block	mIAP activ	hIAP block
CC(=O)Nc1ccc(N(CC(=O)NC2CCCCC2)C(=O)Cn2nnc(-c3ccccc3)n2)cc1
    -17	-9	3	-3	1	-11	3	0.97	8
COc1ccc(C2CC(=O)C3=C(C2)Nc2ncnn2C3c2ccccc2C)cc1 (stereo not given)
    10	-6	13	-6	3	15	5	0.95	-8
CN(C)c1ccc(CNC(=O)C2CCC(CNc3c(N4CCCCC4)c(=O)c3=O)CC2)cc1 (stereo not given)
    -6	-6	-12	-6	-3	10	-6	1.1	-9
CCN(CC)CCCN(Cc1cc2cc3c(cc2[nH]c1=O)OCCO3)C(=O)Nc1ccc(F)cc1
    20	-3	9	-2	-4	1	0	0.99	3
c1ccc(CN=C2NN=C(c3ccccc3)CS2)cc1
    16	4	29	-6	-3	15	4	0.96	14
Cc1ccc(S(=O)(=O)N(C)CC(=O)O/N=C(\N)c2cccnc2)cc1
    -4	-1	-10	2	-1	19	-11	1.1	-13
S=C(NCCC(c1ccccc1)c1ccccc1)Nc1ccccc1Cl
    34	-4	26	-4	-4	26	-499	6*	6
COc1cccc(NC(=O)CN(C)C(=O)C2=COCCO2)c1
    6	-12	-8	-4	-1	3	-4	1	-2
CCSc1nc2sccc2c(=O)n1-c1ccccc1
    -16	-4	-32	-2	0	20	3	0.97	18
Cn1c(=O)[nH]c(=O)c2c1nc(N1CCCCCC1)n2CC(N)=O
    -24	-4	-4	-1	-5	5	3	0.97	-2
COc1ccnc(Oc2cccc(C(F)(F)F)c2)c1C(=O)N/C=N/OCc1ccccc1F
    29	8	4	2	-4	24	-4	1	-2
CCC1CCCCN1C(=O)CCn1c(=O)oc2ccccc21 (stereo not given)
    20	-5	-3	-3	-1	16	-7	1.1	-2
O=C(c1cccc(OCc2ccccc2)c1)N1CCOCC1
    -3	-9	-20	-1	0	4	2	0.97	-16
CCOC(=O)n1ccc(C(=O)Nc2ccccc2F)n1
    9	-3	-1	0	3	6	8	0.92	-8
Cn1nc2c3cc(F)ccc3n(Cc3ccc(F)cc3)cc-2c1=O
    13	-6	-5	-1	-3	22	13	0.87	0
Cc1cccc(C)c1N(CC(=O)NN=C1CCCCCC1)S(C)(=O)=O
    7	-1	2	0	-3	-3	-3	1	-1
Cc1cccc(Oc2ccccc2NC(=O)CSCC(=O)Nc2cc(C)on2)c1
    6	-7	7	-4	0	24	7	0.93	-8
Cn1c(=O)c2c(nc(CO)n2C)n(C)c1=O
    1	-3	11	4	0	14	9	0.91	6
COc1cccc(/C(=N/O)C2CC2c2ccc(Cl)cc2)c1 (stereo not given)
    26	0	-10	6	5	32	11	0.89	-5
Cc1cccc(OCCn2cnc(Cl)c2Cl)c1
    11	-5	1	0	-1	22	6	0.94	12
O=c1[nH]c(=S)[nH]c2nc(-c3cccs3)cc(C(F)(F)F)c12
    -9	-6	5	-4	5	15	8	0.92	1
COc1ccc2sc(N(CCCN(C)C)C(=O)c3ccc(S(=O)(=O)N4CCCc5ccccc54)cc3)nc2c1
    57*	4	39	-2	-7	36	1	0.99	-5
O=[N+]([O-])c1ccccc1CCc1cnc(Cl)s1
    -2	-8	7	-4	0	18	8	0.92	13
COCCCN1C(=O)CC(C(=O)OC)=C1C
    4	-6	8	0	1	14	9	0.91	-3
COc1cccc(CN2c3ccc(Br)cc3C(=O)CS2(=O)=O)c1
    40*	1	32	-1	-7	19	26	0.74	0
COn1c(C)c(C(C)=O)c2c3nonc3ccc21
    2	-1	4	-3	-1	-3	7	0.93	6
COc1ccc(C)cc1N(CC(=O)N/N=C/c1ccc2c(c1)OCO2)S(C)(=O)=O
    1	-10	14	-2	1	18	-8	1.1	12
C=C(C)c1cccc(C(C)(C)NC(=O)N2CCN(c3ccc(OC)cc3)CC2)c1
    20	-4	7	-9	0	5	-9	1.1	-24
O=C(COC(=O)/C=C/c1ccco1)Nc1ccc(F)cc1Cl
    24	0	8	12	0	18	7	0.93	-9
COc1cc(/C=C(\C(=O)O)c2ccc(S(=O)(=O)N3CCCC3)s2)cc(OC)c1
    -10	-2	-4	17	-2	4	3	0.97	9
O=C(CNC(=O)c1cccc([N+](=O)[O-])c1)OCCCC(=O)c1ccc(F)cc1
    -4	-7	-6	-3	-2	10	4	0.96	-8
Cc1ccc(C)c(S(=O)(=O)N2CCCC2CNC(=O)C(=O)NCc2ccco2)c1 (stereo not given)
    24	-8	4	-4	-1	-2	2	0.98	-5
CS(=O)(=O)c1ccc(C(=O)OCC(=O)NCc2cccs2)cc1[N+](=O)[O-]
    35	-3	18	0	-6	-2	-6	1.1	5
O=[N+]([O-])c1ccc(-c2ccc(/C=N/Nc3nc(NCc4ccccc4)nc(N4CCOCC4)n3)o2)cc1
    20	-4	12	3	-6	18	8	0.92	-9
Cn1nc(-c2ccccc2)c(C#N)c1Sc1cccc(Cl)c1
    25	-6	23	-2	-4	5	9	0.91	13
COc1cc(CNC(=O)CCn2nc(C)c3c(C)n(-c4ccccc4)nc3c2=O)cc(OC)c1OC
    17	-6	-8	-5	1	14	3	0.97	-32
CC1CCN(C(=O)CCCC(=O)O)CC1
    9	0	-1	-2	1	0	6	0.94	17
O=C1C2C3c4ccccc4C(c4ccccc43)C2C(=O)N1c1cccnc1 (stereo not given)
    17	0	3	3	-1	3	-9	1.1	-5
CN(c1cccc(NC(=O)c2ccc(Cl)c(S(=O)(=O)N3CCOCC3)c2)c1)S(C)(=O)=O
    -1	-3	7	-1	-3	7	0	1	-6
COc1ccc(N(CCC(=O)Nc2ccccc2F)S(=O)(=O)c2ccc(C)cc2C)cc1
    38	12	2	0	-6	20	-12	1.1	-7
CCN(CC)C(=O)c1sc(NC(=S)N2CCN(C(=O)C3CCCO3)CC2)c(C(=O)OC)c1C (stereo not given)
    11	7	2	4	-1	15	1	0.99	-30
CC(=O)CSc1ncnc2c1oc1ccccc12
    12	-4	4	-2	-5	16	7	0.93	0
CCOC(=O)C1CCN(C(=O)C2CCN(S(=O)(=O)N3CCCC3)CC2)CC1
    -25	-4	-8	-3	0	-3	-11	1.1	-21
CCN(CC)c1nc2nonc2nc1N(CC)CC
    15	-3	11	-2	0	-8	12	0.88	-6
CC(=O)NC1(C(Cl)(Cl)Cl)Oc2ccccc2O1
    2	-3	-6	0	-3	2	-4	1	13

# Some values from above:
# `Cc1ccc(C)c(S(=O)(=O)N2CCCC2CNC(=O)C(=O)NCc2ccco2)c1` (stereo not given) in A3A deaminase is listed with -4
# `CS(=O)(=O)c1ccc(C(=O)OCC(=O)NCc2cccs2)cc1[N+](=O)[O-]` in mIAP block is listed with -6

# The listing continues:
# Below each SMILES: tim10-1 inh	A3G deaminase	TIM10 inh	A3A deaminase	MIN6 prolif	NALP3 yeast inh	mIAP block	mIAP activ	hIAP block
CCOC(=O)C(NC(=O)Nc1ccc(Cl)cn1)(Oc1ccccc1)C(F)(F)F (stereo not given)
    5	-2	3	-2	0	6	0	1	25
O=S(=O)(c1cccs1)N1CN(Cc2cccs2)c2nc3ccccc3nc21
    40	-5	29	-4	-4	-16	12	0.88	-2
CCCc1nnc(NC(=O)Cn2c(=O)oc3cc(Br)ccc32)s1
    11	5	3	39	-3	8	11	0.89	12
CCC1(C)OC(=O)NN(c2ccc(C)cc2)C1(C)O (stereo not given)
    18	2	11	1	0	3	-2	1	1
NC(=O)CSc1nnc(COc2ccccc2)n1N
    15	4	6	2	0	3	-13	1.1	-15
Nc1cccc(/C=C/c2ccncc2)c1
    -9	-5	11	-4	-1	-1	1	0.99	-6
Cc1ccc(S(=O)(=O)Nc2ccc(Cl)cn2)cc1
    9	-5	2	-5	4	4	-7	1.1	10
O=C(COc1ccc(S(=O)(=O)N2CCCC2)cc1)N1CCCC1
    20	-4	-22	-1	-1	16	-9	1.1	-6
CCc1cccc(NC(=O)CC2Oc3ccccc3NC2=O)c1 (stereo not given)
    -9	-4	-5	-1	-2	3	-7	1.1	-12
CSCCC(NC(=O)c1cc(C(C)(C)C)oc1C)C(=O)O (stereo not given)
    -2	-5	8	-2	-2	18	-2	1	3
COc1ccc(-n2ccnc2SCC(=O)Nc2cc(C)on2)cc1
    4	-8	-1	-2	-2	21	10	0.9	8
CN(C)CCCNC(=O)CC1C[C@H](C(=O)N2CCOCC2)[C@@]2(CCC3CCCC3)c3[nH]c4ccccc4c3CCN2C1=O (stereo not given in full)
    -11	-3	3	0	-3	-7	-23	1.2	-13
CCOc1ccc(NC2OC(CO)C(O)C(O)C2O)c([N+](=O)[O-])c1 (stereo not given)
    3	-5	-4	0	-2	12	3	0.97	5
Cc1c(C(=O)N(C)C)sc(NC(=O)c2cccc([N+](=O)[O-])c2)c1C#N
    14	-2	-5	-2	-1	5	-2	1	-12
CCN(CC)S(=O)(=O)c1ccc2oc(SCC(=O)Nc3cc(C)on3)nc2c1
    12	37	-8	4	-7	15	12	0.88	-24
CN(C)S(=O)(=O)c1cccc(NC(=O)CO/N=C(\N)c2ccccc2)c1
    16	2	3	1	-1	9	2	0.98	10
CCOC(=O)c1c(C)nc2sc3c(=O)n(-c4ccc(C(C)=O)cc4)nnc3c2c1-c1ccc(OC)cc1
    16	0	21	1	0	6	3	0.97	17
O=C(O)c1ccc(CS(=O)(=O)Cc2ccccc2F)o1
    12	-9	2	-3	-1	-4	-4	1	1
CN(Cc1ccccc1)Cc1nc2c(c(=O)n(C)c(=O)n2C)n1Cc1ccc(Cl)cc1
    40*	-11	29	-2	-5	0	-8	1.1	-14
Cc1c(O[C@@H]2O[C@H](CO)[C@@H](O)[C@H](O)[C@H]2O)ccc2c1oc(=O)c1ccccc12
    -3	-5	13	-2	0	16	11	0.89	17
Nc1[nH]c(=O)[nH]c(=O)c1N=Nc1cccc(Cl)c1
    -11	0	-2	1	4	16	0	1	-2
O=C(Cc1ccc(Cl)cc1)N/N=C/c1cccc(O)c1
    7	-2	-3	2	-1	14	4	0.96	12
O=C(O)c1ccc(NC(=S)NC(=O)C(c2ccccc2)c2ccccc2)cc1
    -67	-10	-3	-2	-4	16	-2	1	4
COc1ccc(OC)c(NC(=O)c2cc3n(n2)C(C(F)(F)F)CC(c2ccc4c(c2)OCO4)N3)c1 (stereo not given)
    -18	4	-11	3	-6	13	-7	1.1	-6
O=C(CN1CCN(c2ccc(F)cc2)CC1)c1cccs1
    -5	7	14	1	-4	7	-9	1.1	4
CCN1C(=O)[C@@H]2[C@@H](c3ccc(-c4ccccc4)cc3)N3CCC[C@@]3(C(=O)OC)[C@@H]2C1=O
    1	2	1	-3	-3	3	1	0.99	8
Cc1cc(C(=O)CN2C(=O)NC(CC(C)C)C2=O)c(C)n1-c1ccccc1F (stereo not given)
    -25	-17	-4	0	-4	30	-9	1.1	12
O=C(O)/C=C/C(=O)Nc1ccccc1C(=O)Nc1ccccc1
    12	-1	2	3	-1	0	7	0.93	-7
O=C(Nc1ccc(N2CCOCC2)cc1)C1CCCN(S(=O)(=O)c2ccccc2)C1 (stereo not given)
    14	-6	5	-5	0	1	0	1	-7
Cc1ccc2c(N)c(C#N)sc2n1
    8	1	4	2	0	22	5	0.95	-10
Cc1oc(-c2ccc(Cl)cc2)nc1CS(=O)CC(=O)NCCCN1CC(C)CC(C)C1 (stereo not given)
    19	-6	-1	-1	-1	5	-2	1	-32
